Assay outcomes from PubChem.
aSyn yeast inh: inhibitors of alpha-synuclein toxicity in yeast; 0.14% of 370,000 active; Potency, µM (doses to about 46.1 µM), inactives show top-dose growth rescue (activation), most hits filed as activators; Yeast expressing alpha-synuclein, growth rescue, BacTiter-Glo, 24 h; also: potency is read from the fitted curve at half-maximal effect; % of control where 0% means no effect; nearly all actives have a fitted effect of over 65% in size
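Rescue of yeast growth: cells expressing toxic alpha-synuclein, induced in galactose at OD600 0.02, incubated with compound 24 h at 30 C. ATP luminescence quantified growth; inhibitors of toxicity appear as activators.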
DRD3 antagonist: D3 dopamine receptor (human) antagonism; P35462; D3R cells, DiscoveRx beta-arrestin luminescence, antagonist mode; stronger effect = lower value; max response, negative = inhibition, %; 2.5% of 360,000 active; in the data active = max response below about -50%; inconclusive = no clear call, values can overlap the other calls; also: % is scaled to controls: 0 for no effect and ±100 for the full control effect; mostly tested at two doses, the higher about 12 µM
Target sequence (P35462 whole entry, looked up): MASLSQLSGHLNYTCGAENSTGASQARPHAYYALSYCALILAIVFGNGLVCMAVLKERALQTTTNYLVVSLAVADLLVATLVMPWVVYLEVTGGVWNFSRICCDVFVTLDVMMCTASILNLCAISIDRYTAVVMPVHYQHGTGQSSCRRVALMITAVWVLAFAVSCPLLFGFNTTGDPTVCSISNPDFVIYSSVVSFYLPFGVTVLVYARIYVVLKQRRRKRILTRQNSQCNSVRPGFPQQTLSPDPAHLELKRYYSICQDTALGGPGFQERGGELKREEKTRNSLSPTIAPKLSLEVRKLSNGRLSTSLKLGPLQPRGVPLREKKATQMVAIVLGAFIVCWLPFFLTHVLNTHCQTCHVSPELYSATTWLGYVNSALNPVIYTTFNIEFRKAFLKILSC
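Cells plated overnight at 1500 cells/well, then exposed to library compounds with dopamine controls for 90 minutes at 37 degrees C. DiscoveRx reagent added for 30–60 minutes at room temperature; luminescence read, quantitative HTS format.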
Abeta rescue: restores growth of yeast expressing A-beta42 peptide; yeast expressing A-beta42, growth rescue, OD600, 48 h; response scale: 0% DMSO, 100% iron-clioquinol control; AID 1347071; Potency, µM (doses to about 46.1 µM), without a hit: at the top dose growth rescue, usual class: activators; 0.063% of 410,000 active; also: potency is read from the fitted curve at half-maximal effect; nearly all actives have a fitted effect of over 55% in size
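Yeast growth medium received pinned compounds, then yeast cells expressing toxic A-beta were added; plates incubated at 30 C for 48 hr. Growth read as absorbance at 600 nm, normalized to DMSO and equimolar FeCl3 plus clioquinol controls.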
FUS yeast rescue: rescues growth of FUS-expressing yeast; AID 1347120; Potency, µM (titrated, usually from 76.6 µM), inactives show at the top dose growth rescue (activation), most hits filed as activators; 0.24% of 390,000 active; S. cerevisiae FUS-expressing, growth rescue, OD600, 24 h;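 also: potency is read from the fitted curve at half-maximal effect; plate controls were DMSO vehicle for no effect and reference control for full effect; nearly all actives have a fitted effect of over 55% in size; some results filed as inactive show a strong effect at the top dose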
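Steps: raffinose overnight preculture; dilution to OD 0.005 in 2% galactose minimal medium; compound addition (concentration series); 24hr at 30C, 99% humidity; absorbance read at 600 nm.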
GLP1R inv ag: GLP-1 receptor (human) inverse agonism; P43220; HEK293 GLP-1R CRE-luciferase, luminescence, 24 h; GLP-1R form is constitutively active; Potency, µM (doses to about 38.3 µM), for inactives: at the top dose activity change, negative = inhibition, actives largely listed as inhibitors; 1.6% of 410,000 active; AID 624417; also: potency is read from the fitted curve at half-maximal effect; % is scaled to controls: 0 for no effect and ±100 for the full control effect; nearly all actives have a fitted effect of over 55% in size
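Inverse agonists were sought by their lowering of basal cAMP reporter luciferase output in HEK293 cells stably carrying constitutively active human GLP-1R, after 24 h compound treatment.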
PTHR1 ag: PTHR1 (human) receptor agonism; Q03431; HEK293 GP2 PTHR1 cells, GloSensor cAMP luminescence, 1 h; Potency, µM (doses to about 115 µM), without a hit: at the highest dose activation, most hits filed as activators; 0.075% of 410,000 active; also: potency is read from the fitted curve at half-maximal effect; nearly all actives have a fitted effect of over 55% in size; some results filed as inactive show a strong effect at the top dose; inactives centre near -15; many of its hits are not listed in these tables
Target sequence (Q03431 whole entry, looked up): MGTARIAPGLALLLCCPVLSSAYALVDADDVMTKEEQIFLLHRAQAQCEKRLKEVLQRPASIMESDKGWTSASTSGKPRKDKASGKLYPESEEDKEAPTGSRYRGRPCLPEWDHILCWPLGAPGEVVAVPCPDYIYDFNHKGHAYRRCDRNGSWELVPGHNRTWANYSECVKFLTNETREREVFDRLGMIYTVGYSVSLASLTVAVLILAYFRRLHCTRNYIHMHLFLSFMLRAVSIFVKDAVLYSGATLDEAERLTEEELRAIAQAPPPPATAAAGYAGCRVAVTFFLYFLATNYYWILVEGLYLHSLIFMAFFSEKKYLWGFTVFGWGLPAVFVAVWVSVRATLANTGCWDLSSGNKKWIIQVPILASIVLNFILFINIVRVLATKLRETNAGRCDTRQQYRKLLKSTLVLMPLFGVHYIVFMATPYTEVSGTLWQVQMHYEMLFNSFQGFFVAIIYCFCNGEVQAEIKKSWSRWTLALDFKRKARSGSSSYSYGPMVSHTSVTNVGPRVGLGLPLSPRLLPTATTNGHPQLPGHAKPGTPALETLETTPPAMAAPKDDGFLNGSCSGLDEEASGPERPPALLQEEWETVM
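HEK-293-derived GP2 cells expressing PTHR1 and a GloSensor cAMP reporter, 3,000/well, plated overnight, given luciferin plus IBMX (each 0.5 mM as added) for 1 h at 37 °C, then compound for 1 h at 37 °C. Luminescence was read after 15 min at room temperature.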
Akt phos inh: Akt phosphorylation inhibition; 0.32% of 360,000 active; Neuro2A IGF-stimulated pAkt S473 HTRF, 20 min; stronger effect = lower value; activity change, % for hits at 50 µM; in the data active = activity change below about -80%; inconclusive = mostly about -51% to -80%; also: % is scaled to controls: 0 for no effect and ±100 for the full control effect
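Neuro2A cells in DMEM with 0.5% FBS, overnight at 37 deg C, given compound at single 50 µM final, then IGF (6 nM final) for 20 min at 37 deg C. Lysed; phospho-Akt Ser473 by HTRF after 24 h, 665/615 ratio.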
TDP-43 yeast inh: inhibitors of TDP-43 toxicity in yeast | TDP-43 expressing yeast growth rescue, BacTiter-Glo, 24 h | Potency, µM (doses to about 46.1 µM), inactives show at the top dose growth rescue (activation), most hits filed as activators | 1.8% of 410,000 active; also: potency is read from the fitted curve at half-maximal effect; % of control where 0% means no effect; nearly all actives have a fitted effect of over 50% in size
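Yeast expressing TDP-43 (pregrown in raffinose, seeded at OD600=0.02 in galactose medium) exposed to compounds 24 hr at 30 deg C. Growth read by BacTiter-Glo luminescence; rescue of toxicity appears as increased signal.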
GLP1R ag: activates the human GLP-1 receptor. Potency, µM (titrated, usually from 45.6 µM), for inactives: at the top dose activation, most hits filed as activators. HEK293 GLP-1R CRE-luciferase, luminescence, 4-6 h; cells express a hypersensitive GLP-1R form. AID 624172. 0.007% of 380,000 active. P43220; also: potency is read from the fitted curve at half-maximal effect; % of control where 0% means no effect
* marks the source's active call; other numbers are inactive results; i = inactive; u = inconclusive; x = no result given; [ ] = another dose, or the depositor's remark. Unless noted, calls follow the shape of the dose curve; as a rule, active = well fitted curve in the direction sought with a large enough effect; inconclusive = small, poorly fitted or top-dose-only effect, or another doubt; inactive = no such curve, though single readings can be large; an effect the other way counts as inactive or inconclusive. An excerpt; count on the stated rates, not on these rows.

compound | aSyn yeast inh | DRD3 antagonist | Abeta rescue | FUS yeast rescue | GLP1R inv ag | PTHR1 ag | Akt phos inh | TDP-43 yeast inh | GLP1R ag
COC(=O)c1ccc(NC(=O)c2ccc(CN3CCOCC3)cc2)cc1 | 3% | -8 | -3% | 11% | 3% | -34%[inhibitor] | i | -5% | 0%
CC12CN3CC(C)(CN(C1)C3c1ccc(Cl)cc1Cl)C2O (stereo not given) | -6% | 6 | 1% | 10% | 0% | i | i | 13% | -5%
COc1ccc(C(=O)c2ncc(C(F)(F)F)cc2Cl)cc1 | -9% | 4 | -10% | -5% | -3%[7.66 µM] | 0% | i | 22%[9.22 µM] | 4%
Cc1ccc2nc(N(Cc3cccnc3)C(=O)C3COc4ccccc4O3)sc2c1 (stereo not given) | x | x | 9% | -16% | 9% | -8% | x | 16% | x
COc1cc(Cl)ccc1OCc1cc(C(=O)N2C[C@@H]3CCC[C@H]2C3)no1 | -1% | 9 | -4% | 30% | u | i | i | 28% | 1%
COc1ccc(/C=N/NC(=O)COc2cccc3cccnc23)cc1OC | -1% | 10 | 1% | -2% | 59%[activator] | -3% | i | 8% | 18%
Cc1ccc(C)c2[nH]c(=O)c(CN(CCCN(C)C)C(=O)NCc3ccccc3)cc12 | -12% | 60 | -5% | 15% | u | i | i | -12% | 12%
O=C(NC1CCS(=O)(=O)C1)c1ccc(N2CCCCC2)c([N+](=O)[O-])c1 (stereo not given) | 5% | 11 | -6% | 2% | -6% | i | i | 5% | 21%
COC(=O)c1ccccc1NS(=O)(=O)c1ccc2c(c1)CCCN2C(C)=O | x | x | -11% | 9% | 9% | -1% | x | 8% | 6%
Nn1c(SCc2ccc(C(=O)O)cc2)nnc1-c1ccc(Cl)cc1Cl | 3% | -11 | -9% | 1% | 30%[activator] | i | i | 6% | -4%
CC(Oc1ccc(C(C)(C)C)cc1)C(=O)NCC(c1ccco1)N1CCCC1 (stereo not given) | -1% | -9 | 1% | 7% | u | -11% | i | 21% | 17%
O=C(c1ccc(N2CCCCS2(=O)=O)cc1)N1CCN(c2ccccc2F)CC1 | 11% | 2 | -5% | 18% | u | -92%[inhibitor] | i | 10% | -2%
O=C(O)c1ccc2c(=O)n3c(nc2c1)/C(=C/c1cccc(Cl)c1Cl)CC3 | -3% | 1 | -9% | -11% | -4% | -17% | i | -21% | -2%
COc1ccc(NCc2nnc(SCc3ccc(Cl)cc3)n2-c2ccccc2)cc1 | u | -30 | 18% | 43% | u | -33%[inhibitor] | i | u | -3%
O=C(Nc1cc2c(oc1=O)CCCC2=O)c1ccccc1 | 0% | 14 | 11% | 13% | 0% | i | i | 1% | -11%

Ordered by value in GLP1R inv ag (low to high): some entries from above
mol	GLP1R inv ag
O=C(O)c1ccc2c(=O)n3c(nc2c1)/C(=C/c1cccc(Cl)c1Cl)CC3	-4%
O=C(Nc1cc2c(oc1=O)CCCC2=O)c1ccccc1	0%
COC(=O)c1ccccc1NS(=O)(=O)c1ccc2c(c1)CCCN2C(C)=O	9%

Other records
compound | aSyn yeast inh | DRD3 antagonist | Abeta rescue | FUS yeast rescue | GLP1R inv ag | PTHR1 ag | Akt phos inh | TDP-43 yeast inh | GLP1R ag
O=C1N=c2ccccc2=C1c1[nH]c(=S)[nH]c1O | 0% | -5 | -10% | -4% | 19% | -7% | i | -21% | -3%
C1CSC2(N1)C1CC3CC(C1)CC2C3 (stereo not given) | 4% | 26 | -1% | -5% | 4% | i | i | -8% | 0%
CCn1nc(C)c(CN2CCCC(CO)(Cc3ccccc3)C2)c1C (stereo not given) | -7% | 8 | -4% | 12% | -28% | i | i | -4% | 2%
CCN1CCCC1CNC(=O)c1ccc2c(c1)NC(=O)/C(=C\c1ccc(C)cc1)S2 (stereo not given) | 13% | -28 | -23% | 42% | u | -14% | i | -18% | 14%
O=C(CCn1nnc2ccccc2c1=O)NCC1CCC(C(=O)O)CC1 (stereo not given) | 8% | 3 | 19% | 14% | 5% | u | i | -8% | -10%
Cc1cc(C)cc(NC(=O)CSc2nnc(-c3ccccc3Br)o2)c1 | 2% | -12 | 18% | 16% | 11% | i | i | -17% | 1%
O=C1OC(N2CCN(Cc3ccccc3)CC2)c2ccccc21 (stereo not given) | 4% | -12 | 10% | -3% | 0% | i | i | 14% | -10%
CCOC(=O)C1=C(c2ccccc2)NC(N)=NC1c1ccc(OCc2ccc(Cl)cc2)c(OC)c1 (stereo not given) | -16% | 1 | x | 44% | u | -1% | i | 13% | -8%
Cc1ccc(NC(=O)C2CCCN(c3ncnc4c3nc3n4CCCCC3)C2)nc1 (stereo not given) | 1% | 23 | -36%[inhibitor] | 9% | u | i | i | -3% | -1%
O=C(CN1CCOc2ccccc21)NCc1ccc(Cl)cc1 | 15% | 7 | 23% | -6% | -24% | -24% | i | u | -4%
CC(=O)Nc1ccc(NC(=O)c2cccc3c2-c2ccccc2C3=O)cc1 | 2% | -2 | 0% | -15% | -6% | -13% | i | 0% | 5%
CCOC(=O)C(=O)c1cn(C2OCC(OC(C)=O)C(OC(C)=O)C2OC(C)=O)c2ccccc12 (stereo not given) | -6% | -20 | -11% | 25% | 8% | i | i | -16% | 0%
O=C(NC1CCCCC1)C1CCN(C(=O)NCc2ccccc2)CC1 | -1% | -17 | 17% | 3% | -23% | i | i | -18% | -2%
CCOc1cc2sc(N3CCC(C(=O)Nc4cc(C)cc(C)c4)CC3)nc2cc1Br | x | x | -7% | -6% | 55%[activator] | u | x | 10% | x
CC(C)n1nccc1NS(=O)(=O)c1ccccc1 | -1% | -1 | 17% | -21% | 1% | -5% | i | 12% | -2%
O=C(Nc1csc([N+](=O)[O-])c1)Nc1c(Cl)cccc1Cl | 0% | -15 | 7% | 10% | u | i | i | 12% | 5%
COc1ccc(-c2nc3ncccc3o2)cc1NC(=O)c1ccco1 | 2% | 5 | -17% | -3% | 55%[activator] | i | i | -11% | 24%
c1ccc2nc(N3CCOCC3)c(N3CCCC3)nc2c1 | 3% | -7 | 1% | 0% | u | -17% | i | 27% | 14%
CC(=O)Nc1ccc(S(=O)(=O)N2CC3(C)CC2CC(C)(C)C3)cc1 (stereo not given) | 4% | 2 | -5% | 13% | u | i | i | -4% | 9%
CC(C)c1ncc(C(O)c2ccccc2)n1C (stereo not given) | 4% | 19 | 15% | 7% | 1% | i | i | 8% | -2%
CCOc1cc(C=O)ccc1OCC(N)=O | -5% | -1 | 7% | -42% | 8% | i | i | 13% | -2%
CC(=O)Cn1ncc(N2CCOCC2)c(Br)c1=O | 0% | -6 | -2% | -20% | 9% | u | i | -19% | -3%
CC(=O)Nc1ccc(NC(=O)c2ccco2)cc1 | 4% | 1 | 1% | 7% | -2% | -3%[57.5 µM] | i | 0% | -13%
O=C(Nc1cccc2nsnc12)c1ccc2c(c1)OCCO2 | 1% | -2 | -14% | -7% | 25% | -32%[57.5 µM] | i | 16% | 5%
O=C(N/C(=C/c1ccc(Cl)cc1)c1nc2ccccc2[nH]1)c1ccco1 | 1% | 6 | 2% | x | u | -29% | i | -4% | -12%
CN(c1ccccc1)S(=O)(=O)c1cccc(NC(=O)CN2CCc3ccccc3C2)c1 | 9% | -4 | -7% | 26% | u | -21% | i | 0% | 8%
O=C(Nc1ccccc1)N1CC=C(c2ccc(F)cc2)CC1 | -2% | 12 | 2% | -1% | -24% | i | i | 21% | 1%
CC1CN(Cc2nc3c(c(=O)[nH]c(=O)n3C)n2CCN2CCOCC2)CC(C)O1 (stereo not given) | 5% | -10 | -12% | 5% | -5% | -12% | i | -22% | 11%
O=C(O)/C=C/c1cccc(OCc2ccccc2)c1 | 17% | u | -26% | 19% | 5% | -17% | i | 8% | 1%
CC(=O)Nc1cccc(NC(=O)C2CC(=O)N(c3ccc(C)cc3)C2)c1 (stereo not given) | -13% | 6 | 3% | 7% | 18% | i | i | 1% | -2%

Full records from above. Values in the order: aSyn yeast inh	DRD3 antagonist	Abeta rescue	FUS yeast rescue	GLP1R inv ag	PTHR1 ag	Akt phos inh	TDP-43 yeast inh	GLP1R ag
`CC(=O)Nc1ccc(NC(=O)c2ccco2)cc1` is listed with 4%	1	1%	7%	-2%	-3%[57.5 µM]	i	0%	-13%
`O=C(Nc1cccc2nsnc12)c1ccc2c(c1)OCCO2` is listed with 1%	-2	-14%	-7%	25%	-32%[57.5 µM]	i	16%	5%
`O=C(O)/C=C/c1cccc(OCc2ccccc2)c1` is listed with 17%	u	-26%	19%	5%	-17%	i	8%	1%
`O=C(Nc1ccccc1)N1CC=C(c2ccc(F)cc2)CC1` is listed with -2%	12	2%	-1%	-24%	i	i	21%	1%

An excerpt from above with just TDP-43 yeast inh, PTHR1 ag and Akt phos inh:
SMILES,TDP-43 yeast inh,PTHR1 ag,Akt phos inh
CC(C)c1ncc(C(O)c2ccccc2)n1C (stereo not given),8%,i,i
CC(=O)Nc1cccc(NC(=O)C2CC(=O)N(c3ccc(C)cc3)C2)c1 (stereo not given),1%,i,i
